HSF1 activator – increases HSF-1 driven luciferase reporter signal. NIH3T3-HGL HSF-1 luciferase reporter, MG132, 8 h; 100% = twice DMSO control signal. activation, % at 9 µM. 300,000 compounds, 1.7% hits. AID 504408;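 active = mean replicate activation of at least 50% with a set share of replicates each reaching 50%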;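 also: 0% = median of the neutral control wells and 100% = twice that signal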
HSP90 inh – inhibitors of HSP90 luciferase refolding in rabbit reticulocyte lysate; luciferase refolding luminescence, 3 h; inhibition, % at 5.6 µM; 290,000 compounds, 0.91% hits; AID 1789;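 active = inhibition above the screen-wide mean plus 3 SD, computed separately per campaign, cut at about 16% in these data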;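 also: 0% = DMSO wells and 100% = 60 µM geldanamycin wells; inhibitors lower the luminescence because luciferase stays unfolded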
HDAC3 inhib – human HDAC3 inhibition. O15379. recombinant HDAC3, fluorogenic peptide/trypsin coupled, fluorescence. inhibition, % at 8.3 µM. 320,000 compounds, 0.15% hits. AID 2718; in the data active = inhibition above about 26%, passing the limit was not always enough
Target sequence (O15379 whole entry, looked up): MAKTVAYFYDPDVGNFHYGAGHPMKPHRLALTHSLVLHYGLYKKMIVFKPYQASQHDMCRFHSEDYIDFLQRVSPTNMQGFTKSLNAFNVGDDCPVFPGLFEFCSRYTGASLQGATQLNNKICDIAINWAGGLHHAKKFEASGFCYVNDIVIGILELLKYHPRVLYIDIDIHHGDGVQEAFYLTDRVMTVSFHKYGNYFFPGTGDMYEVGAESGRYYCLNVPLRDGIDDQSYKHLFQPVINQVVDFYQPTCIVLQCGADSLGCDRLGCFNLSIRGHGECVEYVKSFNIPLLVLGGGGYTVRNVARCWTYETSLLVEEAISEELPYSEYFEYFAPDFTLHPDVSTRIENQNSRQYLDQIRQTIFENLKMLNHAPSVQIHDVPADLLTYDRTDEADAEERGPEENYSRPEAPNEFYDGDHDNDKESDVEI
AI-2 QS modul – Vibrio harveyi AI-2 quorum sensing modulation | activity change, % at 7.5 µM | 300,000 compounds, 0.4% hits | AID 2094 | Vibrio harveyi JMH597 AI-2 luminescence/OD600 ratio, 9 h; active compounds read low; strain lacks LuxN and CqsS sensors; 0 = neutral-control median; in the data active = activity change below about -75%, passing the limit was not always enough;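 also: luminescence divided by OD600 gain over 9 h not by final OD600 alone; inactives centre near 13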
GSK3beta inhib – blocks human GSK3beta kinase activity; activity score (negative = inhibition), % at 10 µM; GST-GSK3beta kinase, ADP-Glo luminescence, 60 min; active compounds read low; 300,000 compounds, 0.038% hits; P49841;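 active = more than half of replicate wells score below -50%, meaning over 50% inhibition versus plate controls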;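 also: 0% = median DMSO wells and -100% = median GW8510 positive control wells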
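test system = GST-tagged human GSK3beta kinase, cell-free | reagent = 25 µM ATP with peptide substrate | dosing = one dose of 10 µM per compound | schedule = 60 min reaction, RT | detection = luminescent ADP-Glo measurement of ADP formed | control set = DMSO neutral wells and GW8510 at 20 µM as positive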
GSK3A inh – human GSK-3 alpha kinase inhibition; inhibition, % at 10 µM; ADP-Glo luminescence, 60 min; 320,000 compounds, 0.1% hits; P49840; AID 2650;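 in the data active = inhibition above about 50%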;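 also: GST-tagged GSK-3 alpha with peptide substrate and 25 µM ATP; 0% = DMSO neutral wells and 100% = GW8510 positive control wells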
Target sequence (P49840 whole entry, looked up): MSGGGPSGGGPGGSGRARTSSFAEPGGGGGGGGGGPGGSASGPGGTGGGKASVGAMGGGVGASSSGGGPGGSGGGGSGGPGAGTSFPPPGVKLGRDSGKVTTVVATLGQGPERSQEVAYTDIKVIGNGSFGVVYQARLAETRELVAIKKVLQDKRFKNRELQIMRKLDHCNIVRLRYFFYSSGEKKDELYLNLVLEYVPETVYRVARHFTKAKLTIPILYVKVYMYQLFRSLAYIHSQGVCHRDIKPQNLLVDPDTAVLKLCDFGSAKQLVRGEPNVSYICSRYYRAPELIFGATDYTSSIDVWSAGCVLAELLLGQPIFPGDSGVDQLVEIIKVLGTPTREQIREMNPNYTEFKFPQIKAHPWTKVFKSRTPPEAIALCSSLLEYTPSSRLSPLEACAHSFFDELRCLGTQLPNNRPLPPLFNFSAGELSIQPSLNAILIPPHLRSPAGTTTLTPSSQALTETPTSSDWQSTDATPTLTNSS
Platelet DG rel – platelet dense granule release activity; inhibition, %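 (compounds screened at 7.5 µM in platelet-rich plasma)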; human platelet-rich plasma, SFLLRN dense granule ATP release, luminescence; 300,000 compounds, 0.22% hits;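 active = mean replicate score, as percent of positive control, at or above 50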
DYRK1A inh – blocks rat Dyrk1A kinase activity; ADP-Glo luminescence, NFATc1 peptide; inhibition, % at 12.5 µM; AID 504441; 310,000 compounds, 0.43% hits; Q63470; in the data active = inhibition above about 50%;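 also: plate controls were vehicle with enzyme for no effect and no enzyme for full effect; many of its hits are not listed in these tables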
HSF1 inhib – HSF1 inhibition. AID 2098. NIH3T3-HGL HSE-luciferase, MG132-induced, luminescence 8 h; active compounds read low. activity change, negative = inhibition, % at 7.5 µM (by protocol). 300,000 compounds, 0.77% hits;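 active = more than half of replicate wells show activity change below -50%, luminescence cut by over half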;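 also: luciferase reports HSF-1 transcriptional activity via heat shock element; 0% = median of DMSO wells and -100% = zero luminescence signal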
PolyA inhibitor – blocks polyadenylation in yeast reporter cells; S. cerevisiae SKY197-pL101 polyadenylation reporter, beta-gal luminescence; efflux-impaired pdr1/pdr3 knockout yeast; score 100 = 6 SD above DMSO; calls only at 12 µM; 300,000 compounds, 0.02% hits; AID 1875;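 active = lowest replicate activity score at least 50, where 100 means six control SD above control mean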;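 also: yeast exposed to compound for 9 h at 30 °C; higher score means more reporter readthrough which indicates perturbed polyadenylation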
* hit, by the source's call; i = inactive; · = not tested or not shown.

The line under a structure holds: HSF1 activator	HSP90 inh	HDAC3 inhib	AI-2 QS modul	GSK3beta inhib	GSK3A inh	Platelet DG rel	DYRK1A inh	HSF1 inhib	PolyA inhibitor
> CCc1nnc(SCc2ccc(CSc3nnc(CC)n3N)cc2)n1N
 : 2.6	1.9	·	18.6	-7.3	·	2.2	-4.2	-2.5	i
> CS(=O)(=O)N(CC(=O)Nc1cccnc1)c1ccc2c(c1)OCCO2
 : 7.4	1.1	-2.5	12.9	-0.4	-2.4	4.1	-2.5	6.3	i
> O=Cc1cccc(OC(=O)/C=C/c2ccco2)c1
 : 34.9	4.4	3.8	-42.5	2.5	-1.3	3.6	4.0	20.9	i
> CC1(C)CC(=O)C(N=Nc2ccc(OC(F)F)cc2)=C(O)C1
 : -63.8	-1.1	6.5	17.1	0.1	2.4	-2.7	-0.7	-56.1*	i
> COc1ccc(-c2cc3ccc(OCc4nn[nH]n4)cc3oc2=O)cc1OC
 : ·	0.2	-11.9	9.4	-2.1	·	14.3	11.3	·	·
> CCn1cc(C(=O)NN)c(=O)c2cc(F)c(N3CCN(C)CC3)cc21
 : -19.1	-3.1	-4.5	10.8	-0.6	-1.9	1.9	0.7	5.7	i
> CCOc1ccc(C(=O)NCCN2CCOCC2)cc1
 : -2.9	2.6	4.3	14.9	0.5	-4.9	-1.3	2.1	0.0	i
> Cc1cc(C)c(C)c(S(=O)(=O)N2CCN(CC(=O)Nc3sccc3C#N)CC2)c1C
 : 18.8	0.2	-1.5	24.3	-2.9	-1.0	4.2	-1.0	-0.8	i
> CCOc1ccc2nc(NCCNS(=O)(=O)c3ccccc3)c(C#N)cc2c1
 : -7.4	4.2	1.9	17.6	-1.4	-3.8	6.2	0.1	-5.1	i
> CCN(c1ccc(OC)cc1)S(=O)(=O)c1nnc(NC(=O)c2ccco2)s1
 : 6.7	-3.0	-0.6	17.7	-0.9	-1.9	1.5	-5.6	-0.8	i
> CCOC(=O)N1CCN(C(=O)Nc2ccccc2)CC1
 : -19.7	1.0	10.3	13.1	-6.4	-0.6	-0.9	·	0.0	i
> O=C(NNC(=O)c1ncc(Cl)c(Cl)c1Cl)c1ccc(F)cc1
 : -5.0	-4.5	0.4	5.4	3.2	-0.9	0.9	13.2	-3.8	i
> COc1ccccc1OCC(=O)N1CCN(C(=O)COc2ccccc2OC)CC1
 : 9.9	-3.3	-0.3	12.5	-1.0	0.7	-13.6	-2.1	-3.7	i
> CN1CCN(c2ccc([N+](=O)[O-])cc2NC(=O)c2ccccc2)CC1
 : 12.2	4.0	7.5	-18.4	-1.0	-1.2	-3.0	·	-0.1	i
> CCOc1ccc(NC(=O)c2ccc(NC(=S)NC3CC3)cc2)cc1
 : 32.6	0.1	-1.3	23.2	-2.4	-0.2	6.0	-1.6	20.4	i
> Cc1nn(-c2ccc(N3CCOCC3)nn2)c(C)c1CCC(=O)N1CCN(C)CC1
 : 20.2	-3.6	0.4	11.2	1.0	-1.4	-13.6	-2.9	-1.2	i
> Cc1cc(=O)[nH]c(N/N=C/c2ccc(C)o2)n1
 : -10.5	1.1	5.1	27.2	1.3	-1.4	13.7	-6.7	-4.7	i
> Nc1nonc1-n1nnc(C(=O)N/N=C/c2ccc(Br)cc2)c1CN1CCOCC1
 : 20.6	-3.7	2.5	27.6	-1.2	4.1	24.4	-4.3	1.6	i
> CCOc1ccc2nc(NS(=O)(=O)c3ccc(NC(C)=O)cc3)sc2c1
 : 4.0	-1.4	-11.4	13.7	2.1	-0.2	1.7	2.3	-9.7	i
> Cc1cc(C)c2c(n1)sc1c(N3CCCCC3)ncnc12
 : -10.5	-1.3	-11.7	9.9	-1.7	-1.4	-7.0	·	-3.6	i
> Nn1c(SCC(=O)NCC2CCCO2)nnc1-c1ccc(OC(F)F)cc1 (stereo not given)
 : 11.0	·	-1.0	30.8	3.3	11.3	-5.5	17.2	-5.2	i
> O=C(NC1CCCCC1)c1cc(S(=O)(=O)N2CCCC2)ccc1Cl
 : 2.8	-2.7	3.1	9.1	2.7	-2.7	-2.4	0.8	1.4	i
> COc1ccccc1-c1ccc(SCC(=O)NC2CCCCC2)nn1
 : 11.5	0.7	3.2	22.2	-0.6	-0.1	11.8	-0.8	14.5	i
> Cc1ccc(CSCC(=O)Nc2cc(S(=O)(=O)N3CCOCC3)ccc2OC(C)C)cc1
 : 33.4	·	2.6	9.9	2.2	-2.5	4.2	-10.2	25.4	i
> CCOC(=O)C1CCCN(C(=O)c2c(-c3ccccc3Cl)noc2C)C1 (stereo not given)
 : -2.1	3.8	-2.0	26.1	2.6	-2.2	-2.3	-5.6	7.9	i
> Cn1c(SCc2ccc3c(c2)OCO3)nnc1-c1ccccc1
 : -7.1	-1.8	2.8	10.5	0.5	1.0	-2.7	7.0	5.0	i
> COC(=O)c1cn(NC(=O)c2cccc(F)c2)c(=O)c2ccccc12
 : -3.2	4.9	1.0	1.7	0.2	0.0	-1.3	5.3	-2.4	i
> CCOC(=O)c1ccc(NC(=O)C2CCN(S(=O)(=O)CC)CC2)cc1
 : -2.3	-0.3	-4.0	30.1	-0.7	-1.0	-2.4	-4.3	-4.7	i
> O=C(NCC(=O)N(c1ccccc1)C(C(=O)NC1CCCC1)c1cccnc1)c1ccco1 (stereo not given)
 : -1.7	-4.5	-4.0	19.7	-0.4	15.7	-3.5	1.3	-0.1	i
> O=C(Cc1ccccc1)NCC(=O)OCc1ccccc1F
 : 9.3	-3.0	2.6	8.0	0.1	-1.0	7.0	-1.1	1.2	i
> Cc1ccc(NC(=S)N2CCN(S(C)(=O)=O)CC2)cc1C
 : ·	-2.8	0.0	32.1	-1.9	·	·	-4.5	·	·
> COc1ccc(NC(=O)/C=C/c2ccc(OC)c(OC)c2)cn1
 : 4.3	5.8	4.4	23.9	1.4	3.9	-0.4	4.2	-1.0	i
> O=S(=O)(Nc1ccc(S(=O)(=O)Nc2nccs2)cc1)c1ccc(Br)cc1
 : -12.1	-5.3	43.1*	20.5	1.2	-1.8	4.7	-9.0	-6.7	i
> CCN(CC(=O)NCc1ccc(Cl)cc1)C(=O)c1ccc(S(=O)(=O)N(C)C)cc1
 : -0.6	-4.6	-9.1	20.2	-3.2	-2.9	-0.1	-6.6	-7.6	i
> O=C(Nc1ccccc1)c1cc(N2CCOCC2)nc2ccccc12
 : 0.9	0.2	1.7	5.3	0.8	-0.5	-0.2	2.4	-1.3	i
> CCOc1ccc(C(C(=O)NCC2CCCO2)N(C(=O)c2snc(C(N)=O)c2N)c2cccc(F)c2)cc1 (stereo not given)
 : 9.7	5.8	-7.5	6.0	2.4	1.5	15.6	0.7	-2.0	i
> CC(C)CCN1CCN(Cc2ccc(N3CCNC3=O)cc2)CC1CCO (stereo not given)
 : -12.2	-1.6	·	1.3	-1.4	-0.4	13.7	-5.2	2.3	i
> Cc1cc(S(=O)(=O)Nc2c(C)ccc3nsnc23)ccc1F
 : -4.1	-4.6	9.5	-2.5	-17.2	-0.8	-36.8	-3.9	-3.4	·
> O=C(COC(=O)/C=C/C(=O)OCC(=O)Nc1ccccc1F)Nc1ccccc1F
 : 66.2*	-0.1	·	23.3	-1.7	0.0	-21.6	-0.6	53.4	i
> CCOC(=O)Cn1c(=O)oc2cc(S(=O)(=O)N3CCC(N4CCCCC4)CC3)ccc21
 : -0.1	0.7	1.5	1.7	0.8	-0.5	3.0	0.0	-3.6	i
> COc1ccc(N2CCN(C(=S)Nc3cccc(C)c3)CC2)cc1
 : -6.1	-1.0	-1.7	17.3	-3.2	-1.7	-0.7	·	-0.6	i
> O=C1c2cccnc2C(O)N1Cc1ccccc1 (stereo not given)
 : 2.2	0.7	-4.7	10.3	0.5	0.1	-11.0	-1.4	-3.4	i
> O=C(c1ccco1)N1N=C(c2ccccc2)CC1c1ccc2nccnc2c1 (stereo not given)
 : 49.5	-1.5	5.3	·	-1.2	0.0	-8.1	-1.3	19.7	i
> C[C@@H](C(=O)NCc1c(F)cccc1Cl)N1C(=O)N2CCc3c([nH]c4ccccc34)[C@@]2(C)C1=O
 : -1.8	11.4	1.3	-4.4	-2.5	0.0	-5.9	6.0	6.9	i
> Cc1nn(C)cc1/C=N/NC(=O)c1ccc2c(c1)OCO2
 : -2.1	3.0	-2.5	21.2	0.1	0.8	2.1	7.3	5.6	i
> Nn1c(SC/C=C/c2ccccc2)nnc1-c1cccnc1
 : 11.1	1.4	2.8	-57.2	1.6	0.2	1.9	0.9	8.6	i
> CC(=O)Nc1ccc2oc(C)nc2c1
 : -5.3	-0.4	-0.4	10.1	2.4	-1.7	-5.7	3.1	-1.4	i
> Cc1ccc(CCNC(=O)C2CCN(S(=O)(=O)c3ccc4c(c3)CCC(=O)N4)CC2)cc1
 : 20.3	-3.7	2.1	43.7	2.3	-2.8	-2.2	11.4	7.6	i
> Cc1cc(OCC(=O)Nc2ccc(S(=O)(=O)NC3=NCCCCC3)cc2)c(C(C)C)cc1Cl
 : -1.8	3.4	16.8	21.3	3.5	-2.0	-9.4	0.2	-1.1	i
> COc1cc(OC)c(C2C(C#N)=C(N)Oc3cc(C)n(CCCN4CCOCC4)c(=O)c32)cc1OC (stereo not given)
 : 9.0	-1.3	4.6	15.2	1.0	-1.2	0.0	2.7	-9.4	i
> Cc1nc2ccsc2c(=O)n1-c1cccc(Cl)c1
 : 0.2	·	1.8	24.7	-1.1	0.2	3.2	-1.9	1.1	i
> CCc1nnc(NC(=O)CN2C(=O)/C(=C/c3cc(OC)c(OC)c(OC)c3)SC2=S)s1
 : 9.3	-4.8	·	33.7	4.4	·	-24.5	-6.7	-3.0	i
> Cc1nc2ccccc2n1/C(=N\S(=O)(=O)c1ccccc1)c1ccccc1
 : -3.5	1.9	1.3	28.0	0.9	-2.3	8.4	0.1	-6.7	i
> O=C(N=C1SC2CS(=O)(=O)CC2N1c1cccc(Cl)c1Cl)C1CC1 (stereo not given)
 : -0.3	-0.1	8.4	6.1	0.3	1.0	-0.9	·	-2.3	i
> O=C(NCC1CCCO1)c1ccc(NC(=O)c2ccc(Br)cc2)cc1 (stereo not given)
 : 2.4	·	5.0	9.4	-6.3	-0.5	0.4	·	5.3	i
> Cc1csc(-c2coc3cc(O)cc(C)c3c2=O)n1
 : 3.2	-4.5	11.6	23.5	-0.4	-1.4	0.1	10.1	16.9	i
> CCCCNS(=O)(=O)c1ccc2nc(-c3cccnc3)cc(C(=O)NCCCOCC)c2c1
 : 5.2	-2.2	1.9	-4.9	0.9	-2.3	-6.0	·	-2.0	i
> O=C(COC(=O)Cc1ccc(Br)cc1)Nc1c(F)c(F)c(F)c(F)c1F
 : 18.5	1.5	-6.0	16.8	1.7	-2.3	-4.5	8.9	6.9	i
> Cc1ccccc1C(=O)NNC(=S)NC(=O)c1cccs1
 : -28.9	-4.3	1.2	32.6	3.4	-3.9	-0.3	-4.1	-22.4	i

Bioassay records: PubChem, several laboratories

These rows are one share of the data (hit frequency here may not be typical).
